p53null 39C kill: p53 null cell cytotoxicity, nonpermissive temperature; 55,000 compounds, 0.97% hits; H1299 p53-null (neo) cells, 39C, ATPlite viability, 24 h; AID 904; Potency, µM (series often up to 46.1 µM), for the others: at the top dose activity, negative = cell killing, hits mostly cytotoxic;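 note: potency is the fitted concentration of half-maximal effect; 0% = DMSO only and -100% = full killing by 100 µM tamoxifen; nearly all actives have a fitted effect of over 50% in size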
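H1299 lung cancer cells, p53-null (H1299-neo) or expressing p53 A138V (H1299-p53A138V), were plated overnight at 37C, then exposed to compounds at up to 46 uM for 24 hr at 39C. Viability was read by ATP-based luminescence.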
p53null 32C kill: p53 null cell cytotoxicity, permissive temperature; H1299-neo p53 null cells, ATP luminescence, 24 h, 32C; 55,000 compounds, 0.62% hits; Potency, µM (titrated, usually from 46.1 µM), for inactives: at the top dose activity change, negative = cytotoxicity, most hits filed as cytotoxic;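 note: potency is the fitted concentration of half-maximal effect; 0% = DMSO only and -100% = full killing by 100 µM tamoxifen; nearly all actives have a fitted effect of over 55% in size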
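H1299-neo (p53 null) cells, 600/well, treated 24 h at 32C with compound up to 46 uM; ATPlite luminescence viability, normalized to DMSO and 100 uM tamoxifen; AC50 by Hill fit.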
GALK inh: GALK (human) enzyme inhibition | recombinant GALK, Kinase-Glo ATP luminescence, 1 h | 44,000 tested, under 10 active | Potency, µM (doses to about 57.5 µM), inactives show at the highest dose activity, negative = inhibition, most hits filed as inhibitors | AID 1347072;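 note: plate controls were full GALK reaction for no effect and reaction lacking GALK for full effect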
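Luminescent ATP-depletion readout (Kinase-Glo Plus) after 1 h room-temperature incubation of human GALK (5 nM) with galactose 100 µM and ATP 35 µM, pH 8.0 HEPES/Mg2+ buffer; compounds tested in qHTS format.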
FH mod: Identification of activators of human fumarate hydratase by quantitative high-throughput screening; AID 1347055, 2019; Potency, µM (top dose mostly 79.9 µM), inactives show at the top dose activity change, negative = inhibition, hits mostly inhibitors; FH coupled MDH/diaphorase resazurin fluorescence, 15 min; Fumarate hydratase, mitochondrial (Homo sapiens), P07954; 54,000 compounds, 0.22% hits; note: potency is the fitted concentration of half-maximal effect; % is set by controls: 0 for no effect and ±100 for the full control effect; the screen sought activators but most active calls are inhibition curves; nearly all actives have a fitted effect of over 45% in size
TSG101-PTAP inh: inhibitors of HIV-1 PTAP binding to human TSG101, validation; Q99816; Fluorescence polarization, FITC-PTAP peptide/Tsg101, 20 min; Potency, µM (series often up to 115 µM), for the others: at the highest dose activity change, negative = inhibition, usual class: inhibitors; 44,000 tested, under 10 active; note: potency is the fitted concentration of half-maximal effect; 0% is about no effect
Target sequence (Q99816 whole entry, looked up): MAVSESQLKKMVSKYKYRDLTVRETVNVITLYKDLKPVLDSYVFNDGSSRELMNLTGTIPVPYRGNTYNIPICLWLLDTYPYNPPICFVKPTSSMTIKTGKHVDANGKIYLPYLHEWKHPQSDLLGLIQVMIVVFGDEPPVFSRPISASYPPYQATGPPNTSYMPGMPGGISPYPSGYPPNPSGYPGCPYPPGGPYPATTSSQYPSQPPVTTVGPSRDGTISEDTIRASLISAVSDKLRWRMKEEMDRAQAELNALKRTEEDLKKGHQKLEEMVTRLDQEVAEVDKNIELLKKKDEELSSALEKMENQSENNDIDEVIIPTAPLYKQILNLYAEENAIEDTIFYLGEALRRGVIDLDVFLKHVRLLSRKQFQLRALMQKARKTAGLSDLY
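Read-out is FITC fluorescence polarization. Compounds were added to Tsg101 binding domain (10 uM final), then FITC-PTAP peptide (50 nM final), 20 min at r.t. Total S+P intensity flags fluorescent compounds.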
B2AR arrestin ag: ADRB2 beta-arrestin recruitment | AID 1347077 | 44,000 tested, under 10 active | P07550 | Potency, µM (series often up to 46.1 µM), inactives show top-dose activation, hits mostly activators | HTLA Tango cells, beta-arrestin recruitment, luciferase luminescence, 18 h;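 note: potency is the fitted concentration of half-maximal effect; 0% = DMSO and full agonism = EC100 isoproterenol or metaproterenol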
Target sequence (P07550 whole entry, looked up): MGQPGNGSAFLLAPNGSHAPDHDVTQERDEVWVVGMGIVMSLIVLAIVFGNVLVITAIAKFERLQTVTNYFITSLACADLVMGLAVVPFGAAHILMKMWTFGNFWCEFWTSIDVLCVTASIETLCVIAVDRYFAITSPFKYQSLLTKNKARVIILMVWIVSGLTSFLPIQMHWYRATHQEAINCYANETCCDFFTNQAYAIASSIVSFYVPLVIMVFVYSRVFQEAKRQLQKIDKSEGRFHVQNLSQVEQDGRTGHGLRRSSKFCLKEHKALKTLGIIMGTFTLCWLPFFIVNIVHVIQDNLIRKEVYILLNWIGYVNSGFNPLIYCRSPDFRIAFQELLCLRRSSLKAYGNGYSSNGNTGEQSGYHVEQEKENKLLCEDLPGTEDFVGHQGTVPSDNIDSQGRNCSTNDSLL
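Tango cell line, 1% FBS DMEM; cpd titration up to 46 microM; 18 hr, 37 degrees C, 5% CO2. Luciferin/ATP substrate mix added, 15 min RT, luminescence. %Activity, CRC fitting, curve-class categorization.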
NTMT1 inh: blocks human N-terminal methyltransferase 1 activity. 59,000 compounds, 2.5% hits. AID 1645870. NTMT1 MTase-Glo SAH luminescence, purified enzyme. Potency, µM (titrated, usually from 114 µM), inactives show at the top dose activity change, negative = inhibition, usual class: inhibitors. Q9BV86;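 note: potency is the fitted concentration of half-maximal effect; plate controls were DMSO vehicle for no effect and no enzyme for full effect; nearly all actives have a fitted effect of over 65% in size; many of its hits are not listed in these tables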
Target sequence (Q9BV86 whole entry, looked up): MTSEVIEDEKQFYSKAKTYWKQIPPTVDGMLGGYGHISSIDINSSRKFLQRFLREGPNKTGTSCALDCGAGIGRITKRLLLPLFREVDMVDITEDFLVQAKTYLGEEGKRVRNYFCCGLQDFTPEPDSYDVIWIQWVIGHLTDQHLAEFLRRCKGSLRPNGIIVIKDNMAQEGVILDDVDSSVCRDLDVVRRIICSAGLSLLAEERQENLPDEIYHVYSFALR
The depositor's hits bear a star; ? = inconclusive; nt = no result given; [ ] = dose if it differs, or a comment. Calls come from the whole dose curve; as a rule, active = well fitted curve in the direction sought with a large enough effect; inconclusive = small, poorly fitted or top-dose-only effect, or another doubt; inactive = no such curve, though single readings can be large; an effect the other way counts as inactive or inconclusive. These rows are one share of the data (hit frequency here may not be typical).

SMILES	p53null 39C kill	p53null 32C kill	GALK inh	FH mod	TSG101-PTAP inh	B2AR arrestin ag	NTMT1 inh
Cc1ccc(C(=O)c2oc3ccccc3c2NC(=O)Cc2coc3ccc(C)cc23)cc1	-9.4%	-1.1%	0.3%	?	0.9%	-1.8%	0.3%
Cc1sc2ncn(CC(=O)Nc3cccc(C(F)(F)F)c3)c(=O)c2c1S(=O)(=O)N1CCN(C)CC1	1.7%	0.8%	-4.9%	-7.0%	-1.9%	0.4%	-4.5%
O=C(O)c1ccc(CNCc2ccccc2Cl)s1	-11.0%	0.1%	2.0%	3.2%	0.4%	-2.7%	-4.3%
CCOc1ccccc1CNC(=O)c1cc2oc3ccccc3c2n1CC	-0.6%	-23.9%	-2.7%	-16.3%	3.0%	0.4%	14.0%
Cc1ccc(CNC(=O)CSCc2ccc(F)cc2)cc1	-18.8%	-0.7%	2.6%	4.4%	-1.4%	0.4%	-2.5%
COc1cccc(CNC(=O)c2ccc3c(c2)nc2n3CCC(C)C2)c1 (stereo unspecified)	-4.9%	-13.7%	-1.0%	-18.9%	-0.6%	1.5%	15.2%
COc1ccc(CCNC(=O)Cn2c(=O)nc(-c3ccccc3)c3cc(Cl)ccc32)cc1OC	-14.4%	1.8%	-0.5%	-12.6%	-0.3%	?	13.3%
CCc1ccc(CNC(=O)c2ccc(CSc3nc4ccncc4n3Cc3ccc(OC)cc3)cc2)cc1	-21.4%	11.1%	3.4%	-24.8%	0.6%	0.7%	3.4%
CCOC(=O)c1ccc2ncc(C(=O)OCC)c(NCCc3ccc(OC)c(OC)c3)c2c1	94.3%[activator]	16.0%	2.8%	?	-4.3%	-2.3%	-20.5%
CCCC(=O)OC1=C(C(C)=O)N(Cc2ccccc2)S(=O)(=O)c2ccccc21	-12.7%	-7.3%	-4.6%	4.4%	-2.4%	1.6%	-7.3%
Cc1ccc2[nH]c(CSc3nnc(NC(=O)COc4ccccc4Cl)s3)cc(=O)c2c1	0.4%	-3.0%	1.0%	-0.6%	0.5%	-0.3%	-17.3%
COc1ccc(NC(=O)CN(C)S(=O)(=O)c2ccc3nc(C)sc3c2)cc1	8.7%	1.4%	-0.8%	6.2%	-1.2%	11.7%	2.4%
CCOC(=O)c1ccc(NC(=O)CCc2c(C)nc3c(c(C)nn3-c3ccccc3)c2C)cc1	11.6%	13.2%	-7.5%	-19.9%	-3.4%	-3.2%	14.7%
CN(C)S(=O)(=O)c1ccc(C(=O)NCCS(=O)(=O)N2CCN(c3ccccc3)CC2)cc1	17.5%	0.3%	-0.8%	2.2%	-7.4%	-1.0%	-4.5%
COc1ccc(NC(=O)CSc2nc3ccccc3n2CC(=O)Nc2cccc(C)c2C)cc1	-22.5%	-4.1%	-1.0%	-17.6%	1.2%	0.8%	-8.3%
COc1cc(/C=C(\C#N)c2nc3ccccc3[nH]2)ccc1OCc1ccc(F)cc1	-13.9%	?	-4.2%	-6.8%	-5.7%	0.7%	?
CCc1ccc2oc(C(=O)Nc3nc(-c4ccc(F)cc4)ns3)c(C)c2c1	-24.6%	-15.6%	1.3%	-6.9%	-2.4%	-1.5%	8.1%
Cc1ccc(S(=O)(=O)NCCc2nnc3ccc(SCc4ccccc4F)nn23)cc1	?	-1.9%	1.1%	-13.1%	1.2%	1.2%	8.0%
CCCCN(CC)C(=O)C1CCCN(c2ncnc3onc(C)c23)C1 (stereo unspecified)	-14.8%	-1.8%	-1.4%	-11.9%	-6.6%	0.7%	4.2%
CCN1CCN(C(c2cccc(Cl)c2)c2c(O)cc(C)n(CCOC)c2=O)CC1 (stereo unspecified)	-10.8%	-1.3%	0.2%	8.3%	-4.4%	-0.3%	-0.4%
Cc1cc(O)c(C(c2ccccc2)N2CCC(C)CC2)c(=O)n1Cc1ccco1 (stereo unspecified)	23.9%	9.6%	0.4%	1.0%	0.9%	0.6%	-3.4%
COc1cc2c(C(=O)Nc3cc(OC)c(OC)c(OC)c3)cn(C)c(=O)c2cc1OC	-8.2%	4.3%	-3.3%	-1.3%	-4.4%	0.5%	14.2%
COc1ccc(Br)cc1CNC(=O)c1cc2n(n1)CCCN(Cc1ccc(C)cc1)C2=O	43.1%[activator]	19.4%	-2.6%	-14.7%	-1.0%	-0.4%	21.1%
O=C(c1cccc(Cl)c1)N1CCN(CCc2ccncc2)CC1	-4.2%	-1.6%	2.2%	2.6%	0.8%	-4.6%	-8.2%
COC(=O)c1sc(N2C(=O)c3oc4ccccc4c(=O)c3C2c2ccc(O)cc2)nc1C (stereo unspecified)	-8.6%	0.3%	3.7%	1.8%	-6.9%	-0.4%	-13.2%

Full records, looked up by structure. Order of screens: p53null 39C kill, p53null 32C kill, GALK inh, FH mod, TSG101-PTAP inh, B2AR arrestin ag, NTMT1 inh
CCOc1ccccc1CNC(=O)c1cc2oc3ccccc3c2n1CC as listed: -0.6%, -23.9%, -2.7%, -16.3%, 3.0%, 0.4%, 14.0%
COc1ccc(NC(=O)CN(C)S(=O)(=O)c2ccc3nc(C)sc3c2)cc1 as listed: 8.7%, 1.4%, -0.8%, 6.2%, -1.2%, 11.7%, 2.4%

Next part
SMILES	p53null 39C kill	p53null 32C kill	GALK inh	FH mod	TSG101-PTAP inh	B2AR arrestin ag	NTMT1 inh
CCOC(=O)N1CCC(NC(=O)c2ccc3c(c2)N(Cc2ccc(F)cc2)C(=O)c2ccccc2S3(=O)=O)CC1	9.2%	-6.6%	0.2%	-17.3%	-2.0%	1.1%	2.3%
O=C(COc1ccc(Cl)cc1)NCCc1csc(-c2ccc(C(F)(F)F)cc2)n1	26.2%	-5.2%	-4.7%	-4.1%	3.7%	-0.9%	?
CCc1nc2nc(C)c(NS(=O)(=O)c3ccc(F)c(C)c3)c(=O)n2[nH]1	-13.0%	1.3%	0.4%	0.4%	-0.1%	0.8%	11.1%
Cc1ccc(-n2nnc(-c3nc(-c4cccs4)no3)c2N)c(C)c1	-2.9%	-7.1%	3.3%	4.9%	3.9%	-0.8%	10.8%
Cc1ccc(-c2cnc(NCc3ccc(C(C)C)cc3)n2C)cc1	?	-25.8%	6.8%	-11.7%	-6.4%	0.0%	-18.0%
Cc1ccc(-c2cc(C(F)(F)F)n3nc(-c4ccc(Cl)cc4)cc3n2)cc1	0.6%	1.1%	0.0%	-6.7%	-1.9%	0.6%	-4.7%
O=c1oc2c(CN3CCOCC3)c(O)ccc2cc1-c1ccc(Cl)cc1	-8.8%	-8.1%	3.4%	-31.1%	2.2%	0.3%	?
CCOC(=O)c1c(C)[nH]c(C)c1S(=O)(=O)N1CCC(C(=O)Nc2ccc(OCC)cc2)CC1	-6.0%	-7.5%	0.6%	0.3%	-0.3%	-0.8%	3.0%
O=C(NC1CC(=O)N(c2ccc(Cl)cc2)C1)c1ccc(S(=O)(=O)N2CCOCC2)cc1 (stereo unspecified)	34.8%[activator]	-2.6%	1.9%	0.3%	-1.5%	-2.1%	-0.4%
CCOC(=O)c1c(C)oc2nc(C)nc(NCC3CCN(Cc4ccc(F)cc4)CC3)c12	3.7%	7.9%	-0.3%	-10.8%	4.1%	-0.5%	-2.7%
Cc1nc2nc(C)c(CCC(=O)NCc3cccc(Cl)c3)c(C)n2n1	-8.7%	-2.6%	-1.5%	-5.7%	-5.2%	-2.2%	-9.0%
COc1ccc(NC(=O)Cn2c(=O)oc3cc(S(=O)(=O)N4CCC(C)CC4)ccc32)c(OC)c1	-12.0%	19.1%	5.4%	-17.0%	-1.0%	-2.3%	4.9%
CC1(c2ccccc2)CC(C)(C)N(C(=O)c2ccccc2Cl)c2ccccc21 (stereo unspecified)	25.9%	37.5%[activator]	-1.8%	-9.3%	-3.5%	0.2%	-1.1%
COc1ccccc1N1CCN(C(=O)CCS(=O)(=O)c2cc(Br)cc3c2N(C(C)=O)CC3)CC1	-2.4%	-0.5%	-2.0%	-3.0%	-1.1%	0.3%	5.8%
CCN1CCN(c2oc(-c3ccc(COc4ccc(C)cc4)o3)nc2C#N)CC1	-19.0%	-5.4%	0.0%	?	-10.4%	-4.6%	-7.1%
Cc1ccccc1NC(=O)Cn1c(=O)n(CCCCCC(=O)NCc2ccc3c(c2)OCO3)c(=O)c2sccc21	-4.1%	12.8%	2.5%	-4.3%	0.6%	0.7%	-4.6%
CCc1cccc(NC(=O)Cn2c(=O)n(Cc3ccccc3)c(=O)c3c(C)c(C(=O)N(C)C)sc32)c1	-2.8%	14.9%	-1.0%	?	-9.4%	-0.3%	18.5%
COC(=O)c1ccccc1NC(=O)c1ccc(COc2cc(C)cc(C)c2)o1	-14.3%	-5.0%	-5.8%	?	-1.8%	0.1%	2.7%
CSc1ccc(CCNC(=O)c2cc3n(n2)CCCN(Cc2ccc(C)cc2)C3=O)cc1	3.8%	-2.4%	-4.4%	1.9%	-1.5%	0.1%	-2.3%
CCN(CC)CCNC(=O)C1CCN(C(=O)c2cnn(-c3ccccc3)c2-n2cccc2)CC1	-26.1%	3.3%	6.8%	1.1%	-1.3%	-3.3%	2.3%
COc1ccc(C(=O)Nc2nnc(S(=O)(=O)N(C)c3ccc(C)cc3)s2)cc1	-21.6%	-1.4%	-2.3%	-1.6%	-5.3%	0.2%	15.7%
CCc1ccccc1N1CC(c2nc3ccccc3n2CCCCOc2ccccc2OC)CC1=O (stereo unspecified)	?	?	1.4%	-2.2%	1.7%	-3.0%	-5.4%
COc1ccc(Cl)cc1NC(=O)c1cc(-c2ccc3c(c2)OCO3)on1	5.6%	5.8%	6.5%	nt	-1.6%	-0.7%	nt

Gathered by group: the compounds so far containing a furan ring, fused or not (seven)
SMILES	p53null 39C kill	p53null 32C kill	GALK inh	FH mod	TSG101-PTAP inh	B2AR arrestin ag	NTMT1 inh
Cc1ccc(C(=O)c2oc3ccccc3c2NC(=O)Cc2coc3ccc(C)cc23)cc1	-9.4%	-1.1%	0.3%	?	0.9%	-1.8%	0.3%
CCOc1ccccc1CNC(=O)c1cc2oc3ccccc3c2n1CC	-0.6%	-23.9%	-2.7%	-16.3%	3.0%	0.4%	14.0%
CCc1ccc2oc(C(=O)Nc3nc(-c4ccc(F)cc4)ns3)c(C)c2c1	-24.6%	-15.6%	1.3%	-6.9%	-2.4%	-1.5%	8.1%
Cc1cc(O)c(C(c2ccccc2)N2CCC(C)CC2)c(=O)n1Cc1ccco1 (stereo unspecified)	23.9%	9.6%	0.4%	1.0%	0.9%	0.6%	-3.4%
CCOC(=O)c1c(C)oc2nc(C)nc(NCC3CCN(Cc4ccc(F)cc4)CC3)c12	3.7%	7.9%	-0.3%	-10.8%	4.1%	-0.5%	-2.7%
CCN1CCN(c2oc(-c3ccc(COc4ccc(C)cc4)o3)nc2C#N)CC1	-19.0%	-5.4%	0.0%	?	-10.4%	-4.6%	-7.1%
COC(=O)c1ccccc1NC(=O)c1ccc(COc2cc(C)cc(C)c2)o1	-14.3%	-5.0%	-5.8%	?	-1.8%	0.1%	2.7%
